Bcl-xL primary: inhibitors of human Bcl-xL, primary screen, biochemical, fluorescence polarization, HTS; Bcl-2-like protein 1 (Homo sapiens), Q07817; GST-Bcl-xL / FITC-Bim BH3 peptide fluorescence polarization; inhibition, % at 10.9 µM; actives 0.7% (n = 320,000); AID 2129, 2009;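 active means inhibition above the mean of all tested compounds plus 3 SD, cutoff set per campaign, cut at about 30% in these data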;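 further: 0% = DMSO wells and 100% = unlabeled Bim-BH3 peptide competitor; inhibitors lower millipolarization by displacing the labeled peptide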
AGP1-GFP MLPCN: modulators of AGP1-GFP expression in yeast TOR pathway, primary screen, cell-based, multiplex flow cytometry, S. cerevisiae, MLPCN library | 3 h; GFP as percent of DMSO wells | GFP response vs DMSO, % at 10 µM | AID 2066, 2009 | actives 0.02% (n = 320,000);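 active means GFP response relative to DMSO above a set limit, near screen average plus 3 SD, cut at about 150% in these data; inconclusive means fewer than 70 cells counted for the yeast strain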;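 further: median GFP channel fluorescence of the gated AGP1 strain per well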
MEX-5 binding: MEX-5 zinc finger RNA-binding disruptors – biochemical, C. elegans, fluorescence polarization, MLPCN library, primary screen; AID 1832, 2009; Zinc finger protein mex-5 (Caenorhabditis elegans), Q9XUB2; activity score (negative = inhibition of binding), % at 10 µM; MEX-5/FITC-TCR2 RNA binding; active compounds read low; actives 0.38% (n = 300,000);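 active means inhibition past about -25% in most replicates, and total fluorescence under double the plate's negative control median, limit read from the data; inconclusive means replicates evenly split on the limit, or fluorescence at least double controls; inactive means too little inhibition in most replicates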;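 further: 0% = DMSO and -100% = 5 µM competing unlabeled TCR2 RNA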
VLA-4 inh: inhibition in human VLA-4 binding assay, primary screen, VLA-4 allosteric modulator project, MLPCN library, flow cytometry, VLA-4 expressing cells; Integrin alpha-4 (Homo sapiens), P13612; ligand binding flow cytometry; inhibition, % (about 7 µM as worked out from the volumes in the protocol); actives 0.2% (n = 330,000); AID 2557, 2010; in the data active means inhibition above about 50%
GRK2 aptamer HTS: compounds blocking aptamer binding on GRK2 – biochemical, human GRK2, bead flow cytometry, HTS, primary screen; Beta-adrenergic receptor kinase 1 (Homo sapiens), P25098; FAM-aptamer displacement from GRK2; inhibition of aptamer binding, % at 10 µM; actives 0.59% (n = 330,000); AID 488847, 2010;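 active means inhibition of aptamer binding above 40%, roughly 3 SD of noise, on plates passing a quality check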;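 further: median bead fluorescence of bound FAM aptamer so fluorescent compounds give negative values; no value below 0 was filed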
GLD-1 RNA inh: GLD-1/TGE RNA complex disruptors, primary screen, biochemical, fluorescence polarization; purified GLD-1 + fluorescein TGE RNA; inhibition, % at 5.96 µM; actives 0.44% (n = 320,000); AID 2280, 2010;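 active means percent inhibition above a per-plate cutoff, the plate mean of test compounds plus 3 SD, cut at about 30% in these data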;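 further: 0% = DMSO wells with GLD-1 and probe and 100% = wells lacking GLD-1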
Target sequence (Q17339 whole entry, looked up): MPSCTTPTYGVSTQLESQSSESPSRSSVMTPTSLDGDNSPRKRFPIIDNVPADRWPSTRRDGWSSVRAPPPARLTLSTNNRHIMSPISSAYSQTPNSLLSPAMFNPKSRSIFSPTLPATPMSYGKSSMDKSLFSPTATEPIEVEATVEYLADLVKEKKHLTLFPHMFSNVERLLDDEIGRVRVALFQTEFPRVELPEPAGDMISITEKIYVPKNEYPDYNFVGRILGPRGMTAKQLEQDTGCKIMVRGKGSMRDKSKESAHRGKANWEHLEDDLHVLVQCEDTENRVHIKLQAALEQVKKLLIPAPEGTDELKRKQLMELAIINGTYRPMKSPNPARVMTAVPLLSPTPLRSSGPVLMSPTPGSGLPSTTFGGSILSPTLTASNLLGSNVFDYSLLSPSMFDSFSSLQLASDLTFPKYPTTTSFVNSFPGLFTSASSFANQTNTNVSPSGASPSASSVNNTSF
MCL1 BIM primary: inhibitors of MCL1 binding to BIM-BH3, primary screen, biochemical, fluorescence polarization. Induced myeloid leukemia cell differentiation protein Mcl-1 (Homo sapiens), Q07820. GST-MCL1 / FITC-Bim-BH3 fluorescence polarization. inhibition, % at 10.9 µM. actives 0.68% (n = 320,000);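 active means inhibition above the mean inhibition of all tested compounds plus 3 SD, set per campaign, cut at about 40% in these data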;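 further: 0% = DMSO wells and 100% = unlabeled Bim-BH3 peptide control; higher means more loss of mP so more displacement of Bim peptide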
Target sequence (Q07820 whole entry, looked up): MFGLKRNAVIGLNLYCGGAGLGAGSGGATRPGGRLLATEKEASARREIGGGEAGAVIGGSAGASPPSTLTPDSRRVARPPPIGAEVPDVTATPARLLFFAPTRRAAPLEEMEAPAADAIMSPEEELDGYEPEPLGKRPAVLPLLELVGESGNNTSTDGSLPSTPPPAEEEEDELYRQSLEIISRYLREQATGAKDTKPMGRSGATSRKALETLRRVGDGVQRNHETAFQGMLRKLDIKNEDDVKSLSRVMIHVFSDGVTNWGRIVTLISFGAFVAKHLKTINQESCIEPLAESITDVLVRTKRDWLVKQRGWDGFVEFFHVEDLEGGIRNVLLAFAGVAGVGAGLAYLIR
CR mimetic SO: reduction of superoxide in aged yeast, primary screen, HTS; S. cerevisiae aged cells, superoxide DHE fluorescence; active compounds read low; actives 0.18% (n = 330,000); superoxide response (% of plate mean), % at 10 µM;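 active means superoxide response under a set limit, about three screen SD below normal, cut at about 65% in these data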;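 further: yeast aged for seven days with compound at 30 °C before DHE staining; 100% = average MFI of all compound-treated wells on the plate with controls excluded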
CIT2-GFP yeast: modulators of CIT2-GFP expression in yeast, primary screen, S. cerevisiae, GFP fusion, multiplex flow cytometry, MLPCN library; actives 0.065% (n = 320,000); S. cerevisiae CIT2-GFP strain, 3 h; 100 means same as DMSO wells; GFP response vs DMSO, % at 10 µM;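 active means GFP response relative to DMSO above a set limit, near the screen mean plus 3 SD, cut at about 150% in these data; inconclusive means Fewer than 70 cells measured for a yeast strain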;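 further: ratio of well median GFP fluorescence to mean of DMSO wells on the plate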
The depositor's hits bear a star; ? = inconclusive; . = no result given; [ ] = dose if it differs, or a comment.

no.	canonical_smiles	CIT2-GFP yeast	CR mimetic SO	VLA-4 inh	GRK2 aptamer HTS	MEX-5 binding	GLD-1 RNA inh	MCL1 BIM primary	AGP1-GFP MLPCN	Bcl-xL primary
1	COc1cccc(CNc2ccc(N3CCC(C)CC3)cc2)c1OC	92	101	-5	0	-2.4	9	15	102	12
2	CCc1ccccc1OCCCOc1ccc(OC)cc1	96	74	-2	2	-2.0	5	1	102	-3
3	Cc1ccc(C)c(N(C)C(=O)c2ccc3c(=O)n4c(nc3c2)CCCCC4)c1	101	98	-9	3	-2.2	-2	0	105	2
4	COc1cccc(CNC(=O)CCCc2c[nH]c3ccccc23)c1	105	98	-9	0	4.2	-1	7	103	2
5	COc1ccc(CC(=O)Nc2c3c(nn2-c2cccc(Cl)c2)CS(=O)C3)cc1 (centres undefined)	98	111	8	2	-2.3	-1	-2	106	1
6	CC(C(=O)Oc1ccc2c(c1)OCO2)N1C(=O)c2ccccc2C1=O (centres undefined)	80	76	5	0	0.7	-2	5	102	9
7	CC(C)Cn1c(N)c(C(=O)COC(=O)c2ccc(Br)cc2)c(=O)n(C)c1=O	109	78	-8	2	.	0	.	102	.
8	O=C(NCCc1ccc(F)cc1)C(=O)NCC1CCCN1S(=O)(=O)c1ccccc1 (centres undefined)	82	97	-2	0	2.6	1	-2	98	8
9	O=C(c1ccc(OC2CCN(Cc3ccccn3)CC2)cc1)N1CCC[C@H]1CO	98	98	-6	0	-7.2	5	9	99	8
10	COc1ccccc1C(=O)OCC(=O)Nc1cccc(S(=O)(=O)NC2=NCCCCC2)c1	118	98	0	5	.	-7	.	109	.
11	COc1ccc(CN(C(=O)c2cnccn2)C(C(=O)Nc2ccc(F)cc2)c2ccccc2)cc1 (centres undefined)	99	113	-1	0	.	-1	-26	103	-4
12	CCC1CN(C(=O)NCc2ccc(F)cc2)c2cc(Cl)ccc2O1 (centres undefined)	100	101	-15	0	2.4	.	.	95	.
13	COc1ccc(S(=O)(=O)N2CCCCC2)cc1NC(=O)c1ccc([N+](=O)[O-])o1	108	85	3	3	-0.9	2	3	110	2
14	CN(C)c1nc(N(C)C)nc(N(C#N)CN2C(=O)c3ccccc3S2(=O)=O)n1	96	91	-5	1	-1.2	8	0	112	-5
15	CCc1ccc(NC(=O)C2CCCN2c2nn3c(=O)cc(C)nc3s2)cc1 (centres undefined)	102	89	-16	0	0.9	5	3	98	6
16	CCOc1ccc(NC(=O)NNC(=O)c2ccc(Cl)cc2Cl)cc1	84	94	9	1	0.3	-5	3	92	5
17	CCc1nnc(NS(=O)(=O)c2ccc(N/C=C/C(=O)c3ccc(OC)cc3)cc2)s1	90	116	48	7	-5.1	0	-8	87	-4
18	COc1ccc(C(=O)Nc2cc(OCc3ccccc3)c(Cl)cc2Cl)cc1	?	97	3	1	0.2	-2	-21	?	-7
19	CC1CCN(C(=O)CNC(=O)c2cccc(OC(F)F)c2)CC1	104	110	1	2	-0.8	2	-2	93	8
20	O=C(COc1ccc2c(c1)oc(=O)c1ccccc12)NCCN1CCOCC1	91	95	-12	0	-1.7	-1	1	91	3

(cont.)
no.	canonical_smiles	CIT2-GFP yeast	CR mimetic SO	VLA-4 inh	GRK2 aptamer HTS	MEX-5 binding	GLD-1 RNA inh	MCL1 BIM primary	AGP1-GFP MLPCN	Bcl-xL primary
21	CCCCN(C(=O)NC(=O)Nc1ccc(C)cn1)S(C)(=O)=O	94	101	0	2	-0.2	-1	-3	88	-1
22	CCOC(=O)c1sc(NC(=O)CSc2nnnn2-c2ccc(C)cc2)c(C(=O)OCC)c1C	96	99	-11	0	3.1	3	6	93	-4
23	Cc1ccc2nc(NC(=O)Cc3cccs3)sc2c1	.	92	6	2	0.9	4	3	95	4
24	CC(=O)Oc1ccccc1C1=NN(C(C)=O)C(c2ccccc2)C1 (centres undefined)	113	99	2	1	1.0	3	5	101	5
25	Cn1c(C(=O)NCCN2CCN(c3ccccc3F)CC2)cc2c(=O)n(C)c3ccccc3c21	93	106	-14	0	0.5	5	0	103	5
26	Cc1ccccc1OCC(=O)OCC(=O)Nc1ccc2c(c1)OCO2	83	106	5	1	.	6	.	85	.
27	O=C(CN1CCOCC1)Nc1ccc2c(c1)CCC2	90[may fluoresce red]	92	-1	1	-1.6	-13	1	?	-4
28	Cc1sc2nnn(CC(=O)N3CCN(C(=O)c4ccco4)CC3)c(=O)c2c1C	116	102	10	0	3.1	12	1	109	3
29	COc1cccc(NC(=O)C2CCN(S(=O)(=O)c3ccc4c(c3)NC(=O)C(C)S4)CC2)c1 (centres undefined)	105	81	14	3	-1.2	-8	7	78	7
30	CN(CCc1ccccn1)C(=O)CC1C(=O)NCCN1Cc1cccc(F)c1 (centres undefined)	100	99	11	0	-4.7	18	27	112	30
31	Cc1ccccc1C(=O)Nc1nc(=S)ss1	111	97	6	0	-1.2	-5	1	109	3
32	O=S(=O)(NC1CCCCC1Sc1ncccn1)c1ccc(Cl)cc1 (centres undefined)	93	127	17	0	-0.4	12	1	99	0
33	CCOC(=O)CCCNC(=O)CCNC(=O)c1ccc(OCCC(C)C)cc1	103	98	-12	0	1.4	8	4	102	5
34	CC(=O)Nc1cc(C(=O)N2CCc3ccccc3C2)ccc1Sc1ccc(F)cc1	107	92	19	4	-3.5	3	-11	102	-9
35	COCCNc1nc2nonc2nc1NC(C)c1ccccc1Cl (centres undefined)	101	101	6	0	-2.6	-1	8	92	4
36	Cc1ccc(C(=O)OCc2nc3ccccc3s2)o1	82	103	7	1	0.6	6	-4	105	2
37	CCOC(=O)c1ccc(NC(=O)C2(c3ccc(Cl)cc3)CCCC2)cc1	104	106	11	0	-1.6	1	1	107	4
38	Cc1cc(NC(=O)Cn2nc(-c3cccs3)ccc2=O)cc(C)c1Br	103	100	6	2	-2.8	6	-5	115	-5
39	N#Cc1ccc(COC(=O)c2ccccn2)cc1	93	98	-1	0	0.3	7	2	105	3
40	Brc1cc2c(cc1/C=N/Nc1nc(N3CCOCC3)nc(N3CCOCC3)n1)OCO2	95	89	12	0	-4.5	2	2	97	4

Later entries:
no.	canonical_smiles	CIT2-GFP yeast	CR mimetic SO	VLA-4 inh	GRK2 aptamer HTS	MEX-5 binding	GLD-1 RNA inh	MCL1 BIM primary	AGP1-GFP MLPCN	Bcl-xL primary
41	CC(C)C(C(=O)NCc1ccco1)N(Cc1ccco1)C(=O)CNS(=O)(=O)c1ccccc1 (centres undefined)	107	96	11	6	-1.1	-1	4	103	3
42	Cc1cccc(N2C(=O)CS/C2=N\NC(=O)c2cccnc2)c1C	107	96	0	0	-0.2	1	8	106	4
43	Cn1c(=O)c2[nH]c(NCCCN3CCOCC3)nc2n(C)c1=O	108	100	4	0	1.3	8	-3	106	5
44	CCC(C)C(=O)Nc1nc2ccc(OC)cc2s1 (centres undefined)	77	97	1	2	1.8	-2	0	81	3
45	Cc1ccccc1/C=N/n1c(-c2ccccn2)n[nH]c1=S	98	101	12	8	0.1	2	-7	104	3
46	COc1cccc(/C=C/C(=O)N2CCN(c3n[nH]c(=O)[nH]c3=O)CC2)c1OC	106	105	-4	1	-0.7	-1	6	100	7
47	Cc1cc(NC(=O)CSc2c(C)[nH]c3ccccc23)no1	87	104	-1	3	2.5	-1	-3	92	0
48	Nc1n[nH]c(N)c1N=Nc1ccc(F)cc1	107	104	2	2	2.4	7	5	101	9
49	O=C1N/C(=N\N=C\c2cccs2)SC1Cc1ccc(Cl)cc1Cl (centres undefined)	110	103	10	0	-0.5	4	12	100	6
50	Nn1cnnc1SCC(=O)N1CCc2ccccc2C1	96	86	9	1	.	5	6	100	0
51	O=C(COC(=O)CNC(=O)c1ccccc1)NC(=O)NC1CCCCC1	112	93	6	0	.	0	.	107	.
52	COc1ccccc1CNC(=O)C(=O)NCC1CCCO1 (centres undefined)	99	115	0	0	2.2	6	1	94	3
53	O=c1[nH]nc(-c2ccc(NCCCO)c([N+](=O)[O-])c2)c2ccccc12	106	103	8	1	-0.2	-1	-1	108	7
54	CCSc1cc(N2CCOCC2)nc(-c2ccccc2)n1	98	118	8	0	-2.1	10	-4	91	-3
55	CC(=O)c1ccc(Oc2nc3c(c(=O)n(C)c(=O)n3C)n2C)cc1	86	95	11	0	-1.6	10	6	98	1
56	COc1ccc(OC)c(S(=O)(=O)Nc2ccc(F)cc2)c1	81	103	-9	0	2.1	6	0	85	5
57	CCc1nnc(NC(=O)c2ncc(Cl)c(Cl)c2Cl)s1	86	99	13	4	-0.8	5	-15	77	-6
58	CC(C)NC(=O)c1onc(CSc2nc3ccccc3[nH]2)c1C(=O)NC(C)C	88	103	-5	1	-0.9	3	-3	89	-1
59	Cc1ccc(C(=O)N[C@H](C(=O)NC2CCCCC2)C(C)C)cc1	109	85	2	2	.	4	.	107	.
60	CN1CCN(C(=O)C(=O)c2cn(CC(=O)N3CCCC3)c3ccccc23)CC1	103	108	6	0	2.4	3	-1	99	3
61	O=S(=O)(Nc1ncccn1)c1ccc(Nc2ncnc3ccccc23)cc1	110	105	18	4	-6.5	2	0	108	3
62	CC(C)Oc1ccc(C(=O)NCc2ccco2)cc1	93	103	8	0	-1.3	1	4	96	6
63	Brc1ccc(-c2c(-c3ccsc3)sc3ccccc23)cn1	100	104	-13	0	.	8	14	99	11

Screening results from PubChem BioAssay.
